BLM helicase inh = Bloom syndrome helicase (human) inhibition | P54132 | recombinant BLM DNA unwinding, fluorescence dequenching | Potency, µM (top dose mostly 56.1 µM), for inactives: at the highest dose activity change, negative = inhibition, most hits filed as inhibitors | 350,000 tested, 0.2% active | AID 2528;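 also: plate controls were vehicle for no effect and no enzyme for full effect; nearly all actives have a fitted effect of over 35% in size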
JMJD2A Tudor = inhibitors of human JMJD2A Tudor domain; O75164; AlphaScreen JMJD2A-Tudor / H3K4me3 peptide binding; Potency, µM (titrated, usually from 114 µM), without a hit: top-dose activity change, negative = inhibition, actives largely listed as inhibitors; 390,000 tested, 4.4% active; AID 504339; also: % is scaled to controls: 0 for no effect and ±100 for the full control effect; nearly all actives have a fitted effect of over 50% in size
Target sequence (O75164 whole entry, looked up, the tested form may be a part): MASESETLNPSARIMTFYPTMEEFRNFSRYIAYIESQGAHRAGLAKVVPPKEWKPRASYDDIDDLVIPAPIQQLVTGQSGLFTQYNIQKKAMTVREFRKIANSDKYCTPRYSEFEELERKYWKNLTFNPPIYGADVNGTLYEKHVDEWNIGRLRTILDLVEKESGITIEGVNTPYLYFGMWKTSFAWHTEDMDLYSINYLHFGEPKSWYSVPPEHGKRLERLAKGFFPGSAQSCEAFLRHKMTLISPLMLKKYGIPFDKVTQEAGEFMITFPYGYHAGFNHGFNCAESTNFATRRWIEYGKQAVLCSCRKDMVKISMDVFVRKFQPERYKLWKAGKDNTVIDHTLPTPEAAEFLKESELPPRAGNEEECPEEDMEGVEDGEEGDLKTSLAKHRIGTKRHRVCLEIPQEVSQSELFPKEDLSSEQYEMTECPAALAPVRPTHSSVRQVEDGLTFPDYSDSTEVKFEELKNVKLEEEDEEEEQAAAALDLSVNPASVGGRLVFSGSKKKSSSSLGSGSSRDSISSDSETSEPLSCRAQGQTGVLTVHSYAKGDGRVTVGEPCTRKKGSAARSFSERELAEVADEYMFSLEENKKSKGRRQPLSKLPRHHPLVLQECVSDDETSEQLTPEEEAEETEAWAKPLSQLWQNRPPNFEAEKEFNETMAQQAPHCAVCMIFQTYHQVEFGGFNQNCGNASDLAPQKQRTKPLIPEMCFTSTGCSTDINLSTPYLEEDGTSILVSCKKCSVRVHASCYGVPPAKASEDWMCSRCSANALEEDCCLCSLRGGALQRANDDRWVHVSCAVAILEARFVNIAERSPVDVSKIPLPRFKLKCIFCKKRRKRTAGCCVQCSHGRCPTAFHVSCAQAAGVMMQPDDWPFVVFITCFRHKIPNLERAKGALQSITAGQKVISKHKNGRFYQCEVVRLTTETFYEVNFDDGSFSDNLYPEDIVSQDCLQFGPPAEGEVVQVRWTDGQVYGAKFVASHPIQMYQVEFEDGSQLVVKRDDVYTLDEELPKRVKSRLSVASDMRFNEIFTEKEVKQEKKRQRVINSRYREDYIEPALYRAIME
APEX1 inh = inhibitors of human APE1 endonuclease; Potency, µM (top dose mostly 65.8 µM), for inactives: at the top dose activity change, negative = inhibition, actives largely listed as inhibitors; 350,000 tested, 0.35% active; recombinant APE1, TAMRA/BHQ-2 abasic DNA cleavage fluorescence;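 also: plate controls were vehicle for no effect and reference inhibitor for full effect; nearly all actives have a fitted effect of over 55% in size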
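Measures dequenching upon AP-site incision of a 5'-TAMRA/3'-BHQ-2 THF-containing duplex, 50 nM; human APE1 0.75 nM after 15 min room-temperature exposure to compound; kinetic three-point read at one-minute spacing.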
Pol eta inh = blocks human DNA polymerase eta activity; Q9Y253; recombinant Pol eta, fluorescent DNA replication assay; Potency, µM (top dose mostly 114 µM), inactives show at the highest dose activity change, negative = inhibition, usual class: inhibitors; 390,000 tested, 1.2% active; AID 588591; also: % is scaled to controls: 0 for no effect and ±100 for the full control effect
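Pol eta (10 nM) was preincubated with compounds for 15 min at room temperature, after which fluorescent replication substrate (50 nM final) was added to start the reaction. Fluorescence was read kinetically at 0 and 10 min.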
POLB inh = blocks human DNA polymerase beta activity; P06746; AID 485314; 340,000 tested, 1.3% active; Potency, µM (highest dose often 114 µM), inactives show at the highest dose activity change, negative = inhibition, most hits filed as inhibitors; Pol beta primer extension/strand displacement, fluorescence kinetic; also: % is scaled to controls: 0 for no effect and ±100 for the full control effect
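Values derive from four-parameter Hill fits of normalized kinetic data: reads at 0 and 10 min following addition of 50 nM substrate to 10 nM Pol beta preincubated 15 min with compound.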
POLI inh = DNA polymerase iota (human) inhibition | Q9UNA4 | Pol iota fluorescent replication assay, 10 min | Potency, µM (titrated, usually from 115 µM), inactives show top-dose activity, negative = inhibition, hits mostly inhibitors | 390,000 tested, 1% active | AID 588590
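Pol iota at 10 nM preincubated 15 min with compounds at room temperature; reaction started with fluorescent substrate, 50 nM final. Fluorescence read kinetically at 0 and 10 min; buffer-only wells as negative control.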
Pol kappa inh = inhibitors of human DNA polymerase kappa. purified Pol kappa, fluorescent DNA synthesis assay, 10 min. Potency, µM (series often up to 107 µM), for the others: at the highest dose activity, negative = inhibition, actives largely listed as inhibitors. 400,000 tested, 0.53% active. AID 588579; also: % is scaled to controls: 0 for no effect and ±100 for the full control effect
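Kinetic fluorescence readout at 0 and 10 min followed reaction start with substrate at 50 nM final. Beforehand, enzyme (10 nM Pol kappa) stood 15 min with compound at room temperature; buffer-only wells were negative controls.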
BAZ2B inh = blocks human BAZ2B. Q9UIF8. Potency, µM (doses to about 114 µM), inactives show at the highest dose activity change, negative = inhibition, most hits filed as inhibitors. 360,000 tested, 4.4% active. AlphaScreen BAZ2B-H3K14Ac peptide displacement; also: % is scaled to controls: 0 for no effect and ±100 for the full control effect; nearly all actives have a fitted effect of over 60% in size
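Protein-peptide AlphaScreen: BAZ2B 50 nM, b-H3K14Ac 50 nM, 1x PBS pH 7.4 + 0.01% Tween-20. Preincubation 30 min RT; cpd 30 min RT (top 110 uM); beads 20 min RT, light-protected.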
G9a inh = blocks human histone lysine methyltransferase G9a. Potency, µM (highest dose often 102 µM), without a hit: top-dose activity, negative = inhibition, hits mostly inhibitors. AID 504332. G9a H3K9 monomethylation, AlphaScreen, 2 h. 350,000 tested, 8.8% active; also: % is scaled to controls: 0 for no effect and ±100 for the full control effect; nearly all actives have a fitted effect of over 75% in size
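Chemiluminescent proximity detection of H3K9 monomethylation, read after 10 min bead incubation in the dark. Reaction: 20 nM G9a, 500 nM biotin-H3K9 peptide, 20 uM SAM cofactor, 2 h, room temperature, following 15 min enzyme-compound preincubation.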
An asterisk follows results filed as active; u = inconclusive; x = not tested or not shown; & = joins results of further samples; [ ] = another dose, or the depositor's remark. Calls follow the shape of the dose curve; as a rule, active = well fitted curve in the direction sought with a large enough effect; inconclusive = small, poorly fitted or top-dose-only effect, or another doubt; inactive = no such curve, though single readings can be large; an effect the other way counts as inactive or inconclusive. Potency is read from the fitted curve at half-maximal effect. Some of the compounds tested. The share of hits here may be higher or lower than overall.

Structure | BAZ2B inh | POLI inh | POLB inh | JMJD2A Tudor | G9a inh | BLM helicase inh | Pol kappa inh | APEX1 inh | Pol eta inh
O=C(COc1ccc(S(=O)(=O)NC2CCCCC2)cc1Cl)Nc1ccc2c(c1)OCO2 | -7% | 2% | 2% | -33% | -11%[59 µM] | -13% | -6% | -4% | -8%
COc1ccc(Cl)cc1NC(=O)c1ccc2c(SCC(=O)O)c3c(nc2c1)CCCC3 | -2% | u | -19% | -34% | 50µM* | -1% | -4% | 46%[activator] | -19%
N#Cc1ccccc1S(=O)(=O)c1ccccc1C(=O)Nc1ccccc1 | 0% | 36%[activator] | 4% | -11% | 20% | 0% | -8% | 12% | 2%
Cc1ccccc1Cc1ccc(Cl)nn1 | 4% | 81%[activator] | 5% | 2% | 9% | 1% | 3% | 3% | -2%
CSCc1cc(N2CCOCC2)nc(SCc2ccc(Cl)c(Cl)c2)n1 | -1% | u | 0% | -19% | -36%[59 µM] | -8% | -8% | -7% | 1%
CCOC(=O)c1[nH]c2ccc(F)cc2c1NC(=O)C1=COCCO1 | -1% | -13% | 1% | 7% | -50%[12.7 µM] | 2% | -5% | -3% | -10%
CC(C)c1nc2n[nH]c(N)c2c2c1CCC2 | -3% | -7% | -21% | 3% | -24%[12.7 µM] | -1% | 3% | -1% | -5%
Cc1ccccc1N1CCN(c2ncnc3c2cnn3Cc2ccc(Cl)cc2)CC1 | 6% | 1% | -27% | -3% | 2%[12.7 µM] | -6% | 3% | 2% | -12%
COc1ccc(/C=N/OCC(=O)NCC(C)C)c(OC)c1 | x | 29% | -13% | -17% | 0% | 0% | -19% | -3% | 0%
O=C1C(Cl)=C(N2CCOCC2)C(=O)N1CCc1ccccc1 | 69%[activator] | 18% | u | 56%[activator] | 29%[12.7 µM] | 1% | -4% | -8% | -11%
CC(C)C(=O)Nc1ccc(C(=O)NNC(=O)CCc2ccccc2)cc1 | -2% | 1% | -10% | -3% | -51%[59 µM] | -5% | 0% | 1% | -2%
CCCCCCCNC(=O)C1(CC2CC(c3cccc(Br)c3)=NO2)CCN(C(=O)C2(C)CC2)CC1 (stereo unspecified) | 5% | -3% | x | -21% | 5%[2.33 µM] | x | -4% | 6% | -13%
Cc1ccc(SCc2nc(-c3ccc(C(=O)NCc4ccc(Cl)cc4)cc3)oc2C)cc1 | -11% | u | 29% | 2% | u | -1% | -19% | x | -18%
CCOc1ccc(-c2cc(CCCC(=O)NCCc3ccc(OC)c(OC)c3)no2)cc1 | -3% | 2% | 3% | -10% | 18%[59 µM] | 0% | 0% | x | -8%
O=C(O)CN1C(=O)S/C(=C\c2cccnc2)C1=O | 50µM* | -24% | -5% | -18% | x | -2% | -22% | u | -2%
CCN1CCN(C(=O)c2ccc3c(=O)n(CCc4ccccc4)c(=O)[nH]c3c2)CC1 | 1% | 32%[activator] | 14% | 6% | u | -1% | 2% | 43% | -15%
COc1ccccc1NS(=O)(=O)c1cc([N+](=O)[O-])ccc1N/N=C/c1c(C)[nH]c2ccccc12 | u | 7% | 19% | -7% | 2%[12.7 µM] | -3% | 1% | -6% | -7%
O=C(NCCN1CCN(c2ccccc2)CC1)c1cccn2c(=O)c3cc(Cl)ccc3nc12 | 22% | 6% | 9% | -8% | -36%[12.7 µM] | 4% | -8% | 5% | -18%
CN1CCC(N(C)C(=O)c2cc(-c3ccc(F)cc3)nc3ccccc23)CC1 | x | 88%[activator] | x | -31% | x | x | -12% | 12% | -3%
COc1ccc(-c2nc(NC(=O)C3CC(=O)N(c4ccc5c(c4)OCCO5)C3)sc2C)cc1 (stereo unspecified) | u | u | u | u | u | -10% | u | 6% | -15%
COc1ccc(NC(=O)CSc2nc3ccccc3c(=O)[nH]2)cc1S(N)(=O)=O | -4% | -17% | x | -7% | -7%[59 µM] | x | -4% | -2% | -4%
COC(=O)c1cc2ccsc2n1CC(=O)N(C)C1CCCCC1 | -1% | 27% | -1% | -15% | -49%[59 µM] | 0% | -3% | -2% | -16%
CCOc1ccc(NS(=O)(=O)c2c(C)nc3sc(CC)nn3c2=O)cc1 | 2%&0% | 21%&7% | 13%&-10% | -10%&-17% | -40%[59 µM] | -3%&-2% | -5%&0% | -14% | -13%&3%
CN(C)C(/C=C/Nc1ccc(C#N)cc1)=C(C#N)C#N | 6% | 5% | 28% | -2% | 5%[59 µM] | 0% | -1% | 11% | -5%
c1ccc(-c2ccc(Oc3cc(N4CCOCC4)nc(-c4ccccc4)n3)cc2)cc1 | 1% | u | 26% | 5% | -7% | -1% | -5% | -10% | -5%
O=C(/C=C/c1cc[n+](CC(=O)c2ccc3cccc4c3c2CC4)cc1)c1ccc2cccc3c2c1CC3 | u | 117%[activator] | 12% | -18%[11.4 µM] | 40µM* | -12% | -7% | 3% | u
O=C(Cn1c(SCc2ccccc2)nc2ccccc21)N1CCOCC1 | -4% | 11% | 37% | -3% | -3% | -5% | -3% | -2% | 1%
CCOC(=O)c1c(-c2ccc(C)cc2C)csc1NC(=O)c1ccccc1Cl | -2% | -16% | -2% | -9% | -1%[59 µM] | -3% | -5% | x | -6%
O=C(OCC(=O)N1CCCC1)c1cc(F)c(F)cc1Cl | -1% | 32%[activator] | 33% | -10% | 19% | -4% | 7% | 22% | -13%
O=C(CSc1nccn1-c1ncc(C(F)(F)F)cc1Cl)c1ccc(Br)cc1 | -33% | 1% | 7% | -18% | u | -2% | -7% | -1% | -6%
O=C(Nc1ncn[nH]1)c1cc([N+](=O)[O-])ccc1Cl | u | -24% | 0% | -27% | -10%[0.501 µM] | -10% | -20% | 25% | -6%
Cn1cc(C(=O)N2CCc3ccccc32)cn1 | 7% | -7% | 21% | 19%[57.1 µM] | -12%[59 µM] | 2% | -6% | 14% | -8%
O=C(C1CCN(S(=O)(=O)c2cccc3cccnc23)CC1)N1CCCCC1 | -7% | 45%[activator] | 26% | -8% | x | -2% | 8% | -5% | -3%
COc1cccc(-c2cc(C(=O)Nc3cccnc3)no2)c1 | 0% | 11% | 29% | -6% | 2%[59 µM] | -4% | -2% | 0% | -8%
COc1cc2cnc(-c3ccccc3)c(-c3cccc(C(F)(F)F)c3)c2cc1OC | 56µM* | 62%[activator] | x | -34% | 5%[0.501 µM] | x | -6% | -22% | -16%
COc1ccc(N2Cc3ccccc3C2=O)cc1 | -37% | 10% | -1% | -5% | -2% | -7% | -5% | 33% | -23%
CC(C)COC(=O)C1C2C=CC3(CN(C(C)c4ccc(Br)cc4)C(=O)C13)O2 (stereo unspecified) | -4% | u | -10% | -5% | -3%[59 µM] | -3% | 9% | u | -7%
Cc1ccc(S(=O)(=O)N2CCOC2CNC(=O)C(=O)NCc2cccnc2)cc1 (stereo unspecified) | 2% | 22% | 5% | -10% | -9% | 0% | 3% | 1% | -19%
N#Cc1ccc(C(=O)Nc2cccc3cccnc23)c(F)c1 | -2% | 19% | -2% | -18% | x | -3% | 6% | 2% | 17%
CN(C)S(=O)(=O)c1ccc(-c2csc(N/N=C/c3ccc(O)cc3)n2)cc1 | u | u | 6% | u | 22µM* | -11% | -6% | -4% | -12%
CN(Cc1ccc(Cl)cc1Cl)C(=O)CNC(=O)c1ccc2c(c1)OCO2 | 8% | 10% | x | -6% | -4%[2.33 µM] | x | -5% | -5% | 1%
COC(=O)C(NNc1ccccc1)(NC(=O)c1ccccc1F)C(F)(F)F (stereo unspecified) | u | 33%[activator] | 27% | -21% | 23%[12.7 µM] | -3% | -23% | -5% | -3%
C[C@H](CO)N1C[C@H](C)[C@@H](CN(C)Cc2ccc3c(c2)OCO3)Oc2c(NS(C)(=O)=O)cccc2C1=O | x | u | x | -5% | x | x | -6% | -10% | -18%
Cc1ccc(-n2nnnc2CCl)cc1 | 8% | 97%[activator] | 48% | -15% | x | 2% | -8% | 9% | -2%
S=C(Nc1ccc(Nc2ccccc2)cc1)Nc1ccccn1 | 16µM* | 3% | -21% | 20µM* | 10µM* | -11% | -6% | -1% | -7%
COc1cc(CNCCO)ccc1OC1CCCC1 | -2% | 2%[58.9 µM] | 5% | -9% | -1%[59 µM] | 0% | 2% | 1% | -5%
CCCCNC(=S)NNC(=O)c1csc(C)c1CC | -1% | 11% | -13% | 1% | -5%[59 µM] | 5% | -16% | 14% | -12%

Sorted by SMILES length (largest number first): 10 of the compounds above
Structure | BAZ2B inh | POLI inh | POLB inh | JMJD2A Tudor | G9a inh | BLM helicase inh | Pol kappa inh | APEX1 inh | Pol eta inh
C[C@H](CO)N1C[C@H](C)[C@@H](CN(C)Cc2ccc3c(c2)OCO3)Oc2c(NS(C)(=O)=O)cccc2C1=O | x | u | x | -5% | x | x | -6% | -10% | -18%
CCCCCCCNC(=O)C1(CC2CC(c3cccc(Br)c3)=NO2)CCN(C(=O)C2(C)CC2)CC1 (stereo unspecified) | 5% | -3% | x | -21% | 5%[2.33 µM] | x | -4% | 6% | -13%
CCN1CCN(C(=O)c2ccc3c(=O)n(CCc4ccccc4)c(=O)[nH]c3c2)CC1 | 1% | 32%[activator] | 14% | 6% | u | -1% | 2% | 43% | -15%
CN1CCC(N(C)C(=O)c2cc(-c3ccc(F)cc3)nc3ccccc23)CC1 | x | 88%[activator] | x | -31% | x | x | -12% | 12% | -3%
CCOC(=O)c1c(-c2ccc(C)cc2C)csc1NC(=O)c1ccccc1Cl | -2% | -16% | -2% | -9% | -1%[59 µM] | -3% | -5% | x | -6%
CCOC(=O)c1[nH]c2ccc(F)cc2c1NC(=O)C1=COCCO1 | -1% | -13% | 1% | 7% | -50%[12.7 µM] | 2% | -5% | -3% | -10%
O=C(Nc1ncn[nH]1)c1cc([N+](=O)[O-])ccc1Cl | u | -24% | 0% | -27% | -10%[0.501 µM] | -10% | -20% | 25% | -6%
O=C(O)CN1C(=O)S/C(=C\c2cccnc2)C1=O | 50µM* | -24% | -5% | -18% | x | -2% | -22% | u | -2%
CC(C)c1nc2n[nH]c(N)c2c2c1CCC2 | -3% | -7% | -21% | 3% | -24%[12.7 µM] | -1% | 3% | -1% | -5%
Cc1ccc(-n2nnnc2CCl)cc1 | 8% | 97%[activator] | 48% | -15% | x | 2% | -8% | 9% | -2%

From PubChem BioAssay
